# Source: PubChem BioAssay
# USP2a inhib: blocks human ubiquitin-specific protease USP2a; AID 927; USP2a enzymatic assay, qHTS inhibition; Potency, µM (doses to about 38.3 µM), for the others: at the highest dose activity change, negative = inhibition, usual class: inhibitors; O75604; actives 0.1% (n = 60,000);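 also: potency is read from the fitted curve at half-maximal effect; nearly all actives have a fitted effect of over 60% in size; plate controls were DMSO for no effect and NEM full inhibition control for full effect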
#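 USP2 core (20nM final) preincubated 30 min RT with compound, then Ub-PLA2 20nM and NBD C6-HPC 20uM final added; buffer 20mM Tris-HCl pH 8.0, 2mM CaCl2. Fluorescence Ex 460/Em 535 read at 0 and 2.5 h; normalized to NEM.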
# HADH2 inh: HADH2 (human) dehydrogenase inhibition | Potency, µM (series often up to 57.1 µM), for the others: at the highest dose activity change, negative = inhibition, hits mostly inhibitors | AID 886 | recombinant HADH2, NADH fluorescence, beta-hydroxybutyryl-CoA | actives 3.4% (n = 73,000); also: potency is read from the fitted curve at half-maximal effect; % is scaled to controls: 0 for no effect and ±100 for the full control effect; nearly all actives have a fitted effect of over 60% in size; many of its hits are not listed in these tables
#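 Buffer 100 mM Tris-HCl pH 9.0/0.01% Tween-20; HADH2 20 nM; NAD+ 1 mM; beta-hydroxybutyryl-CoA 90 uM (all final). 15 min cpd preincubation, RT.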
# GFP derepression: epigenetic modulators derepressing GFP locus in mouse cells. mouse C127i GFP locus derepression, cytometry, 30 h. Potency, µM (doses to about 46.1 µM), without a hit: at the top dose GFP derepression (activation). actives 0.09% (n = 68,000). AID 597; also: % of control where 0% means no effect
#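 Derepression screen: silenced CMV-GFP reporter in murine C127i cells, 30 h compound incubation at 37 C, washed cells imaged by laser-scanning cytometer to enumerate GFP-expressing objects of 20 to 120 um.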
# Pol III holo inh: blocks replication by bacterial DNA polymerase III holoenzyme; Potency, µM (titrated, usually from 57.1 µM), for the others: at the highest dose activity change, negative = inhibition; reconstituted DNA polymerase III holoenzyme replication, biochemical; actives 0.25% (n = 71,000); AID 603; also: potency is read from the fitted curve at half-maximal effect; % is scaled to controls: 0 for no effect and ±100 for the full control effect
#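 Reconstituted *E. coli* holoenzyme (0.35 nM Pol III, 1 nM beta, 154 nM SSB, 2 nM primase) was preincubated with compound for 15 min at RT. Synthesis on 1.4 nM ssM13Gori ran 35 min, then was stopped with PicoGreen/EDTA and read as dsDNA fluorescence.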
# Hsp90 Hop PPI: changes Hsp90-Hop TPR2A binding signal, up or down. actives 0.44% (n = 71,000). AID 595. Potency, µM (series often up to 57 µM), for the others: at the top dose activity change, negative = inhibition. AlphaScreen TPR2A-His6 binding biotin-Hsp90 C-terminal peptide; active = well fitted curve in either direction with a large enough effect; inconclusive = small, poorly fitted or top-dose-only effect, or another doubt; also: potency is read from the fitted curve at half-maximal effect; % is scaled to controls: 0 for no effect and ±100 for the full control effect; many of its hits are not listed in these tables
# 15-hLO inh: 15-hLO (ALOX15) enzyme inhibition; purified 15hLO-1, xylenol orange hydroperoxide absorbance; AID 887; P16050; actives 1.4% (n = 74,000); Potency, µM (doses to about 57.1 µM), without a hit: at the top dose activity change, negative = inhibition, actives largely listed as inhibitors; also: potency is read from the fitted curve at half-maximal effect; % is scaled to controls: 0 for no effect and ±100 for the full control effect; nearly all actives have a fitted effect of over 55% in size
#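 Readout: Fe(III)-xylenol orange absorbance, 573-to-405 nm ratio as reaction progress. Enzyme 40 nM purified human 15hLO-1, substrate 50 uM arachidonic acid, 6 min RT after 15 min compound preincubation; Hepes pH 7.5 buffer with Triton X-100.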
# HBB splice mod: hemoglobin beta splicing modulation; HBB splicing reporter cell assay, activation; EGFP reporter with mutant IVS2-654 intron; response scale: normalised to 500 nM splice-correcting PNA; Potency, µM (doses to about 46.1 µM), for inactives: at the top dose activation, hits mostly activators; actives 0.06% (n = 65,000); AID 925; also: potency is read from the fitted curve at half-maximal effect; 0% is about no effect
#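 HeLa cells stably expressing EGFP interrupted by mutant beta-globin intron 2 (IVS2-654), 500/well in 2% FCS. Treated with compound for 2 days at 37C. Splicing correction scored as total well GFP intensity (488 nm excitation, 500-520 nm emission); 500 nM antisense PNA served as control.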
# CRE Fsk mod: CRE-bla signaling modulation under forskolin stimulation; actives 2.5% (n = 71,000); CHO CRE-bla reporter (cAMP response element driving beta-lactamase), forskolin EC10, beta-lactamase ratio; Potency, µM (titrated, usually from 38.2 µM), without a hit: at the top dose activity change, negative = inhibition, actives largely listed as activators; AID 662; active = well fitted activation curve with a large enough effect in the signal ratio, with a control signal flat, not every such curve was filed as active; inconclusive = small, poorly fitted or top-dose-only effect, or effect the other way, or a change in a side signal; the % refers to the signal ratio; also: potency is read from the fitted curve at half-maximal effect; % of control where 0% means no effect
#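 Reporter-gene assay: CHO cells with beta-lactamase behind cAMP responsive elements, co-treated with compound and EC10 NKH 477 for 3 hours at 37 degrees Celsius. Activity came from the 460/530 nm CCF4 emission ratio.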
# BRCT inh green: BRCA1 BRCT-phosphoprotein interaction inhibition; BRCA1 BRCT-phosphopeptide binding, green fluorescence polarization; P38398; AID 875; Potency, µM (titrated, usually from 76.9 µM), for inactives: at the highest dose activity change, negative = inhibition, most hits filed as inhibitors; actives 0.05% (n = 75,000);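 also: potency is read from the fitted curve at half-maximal effect; plate controls were peptide without protein for full effect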
# Target sequence (P38398 whole entry, looked up): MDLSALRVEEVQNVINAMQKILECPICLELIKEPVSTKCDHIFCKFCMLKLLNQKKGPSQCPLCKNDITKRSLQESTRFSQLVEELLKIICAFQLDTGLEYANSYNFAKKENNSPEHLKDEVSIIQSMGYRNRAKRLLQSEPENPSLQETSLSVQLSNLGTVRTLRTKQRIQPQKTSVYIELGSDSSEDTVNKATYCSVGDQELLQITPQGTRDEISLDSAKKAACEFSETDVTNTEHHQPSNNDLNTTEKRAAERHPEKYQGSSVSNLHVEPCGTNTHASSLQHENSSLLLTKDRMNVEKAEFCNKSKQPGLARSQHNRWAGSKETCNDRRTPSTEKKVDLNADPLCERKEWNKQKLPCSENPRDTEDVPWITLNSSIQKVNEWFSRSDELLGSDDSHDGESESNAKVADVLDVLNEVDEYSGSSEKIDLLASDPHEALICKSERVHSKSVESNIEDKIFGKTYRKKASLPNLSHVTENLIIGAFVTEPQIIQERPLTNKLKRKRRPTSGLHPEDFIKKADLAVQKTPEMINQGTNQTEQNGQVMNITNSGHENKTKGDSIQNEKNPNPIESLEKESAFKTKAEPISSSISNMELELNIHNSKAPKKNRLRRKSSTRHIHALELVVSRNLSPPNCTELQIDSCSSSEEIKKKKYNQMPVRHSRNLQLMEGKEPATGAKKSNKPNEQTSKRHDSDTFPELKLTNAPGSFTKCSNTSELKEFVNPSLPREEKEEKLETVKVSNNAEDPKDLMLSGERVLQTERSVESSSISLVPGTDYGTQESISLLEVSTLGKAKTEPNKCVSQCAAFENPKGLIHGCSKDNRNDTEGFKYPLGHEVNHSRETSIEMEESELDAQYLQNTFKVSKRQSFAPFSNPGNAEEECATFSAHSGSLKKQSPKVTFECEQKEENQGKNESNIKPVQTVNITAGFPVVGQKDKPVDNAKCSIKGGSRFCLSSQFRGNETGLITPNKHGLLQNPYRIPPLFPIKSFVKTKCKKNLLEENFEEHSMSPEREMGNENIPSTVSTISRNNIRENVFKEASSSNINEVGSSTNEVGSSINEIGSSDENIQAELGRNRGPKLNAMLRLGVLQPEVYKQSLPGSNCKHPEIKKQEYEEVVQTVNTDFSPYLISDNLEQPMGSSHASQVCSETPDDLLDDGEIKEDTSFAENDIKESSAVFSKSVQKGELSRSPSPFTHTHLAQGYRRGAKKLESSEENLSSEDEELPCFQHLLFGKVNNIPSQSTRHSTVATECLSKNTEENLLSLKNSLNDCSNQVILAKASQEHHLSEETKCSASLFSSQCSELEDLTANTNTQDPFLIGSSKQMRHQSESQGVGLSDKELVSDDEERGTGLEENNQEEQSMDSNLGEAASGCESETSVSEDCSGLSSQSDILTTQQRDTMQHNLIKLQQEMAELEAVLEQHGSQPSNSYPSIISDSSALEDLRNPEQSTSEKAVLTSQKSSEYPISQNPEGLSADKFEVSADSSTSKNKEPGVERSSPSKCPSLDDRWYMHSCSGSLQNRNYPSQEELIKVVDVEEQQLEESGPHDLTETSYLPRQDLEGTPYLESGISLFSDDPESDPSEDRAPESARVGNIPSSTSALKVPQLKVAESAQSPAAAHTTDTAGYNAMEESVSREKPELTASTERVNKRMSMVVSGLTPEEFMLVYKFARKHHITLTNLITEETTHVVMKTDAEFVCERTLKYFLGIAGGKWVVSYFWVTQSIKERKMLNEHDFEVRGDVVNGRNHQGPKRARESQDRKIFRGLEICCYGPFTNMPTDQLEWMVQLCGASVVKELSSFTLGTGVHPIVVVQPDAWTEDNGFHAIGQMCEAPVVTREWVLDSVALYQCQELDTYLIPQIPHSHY
#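 Compounds were incubated for 12 min at room temperature with a complex of 100 nM fluorescein-tagged pBACH1 decapeptide and 250 nM His-tagged BRCT protein. Buffer was phosphate pH 7.3 with EDTA, DTT and Tween 20. Disruption of binding lowers the polarization signal.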
# Ub-GFP proteasome: proteasome inhibitors stabilizing ubiquitin-GFP reporter | Ubiquitin-GFP reporter cells, proteasome inhibition, GFP fluorescence; response scale: untreated = 0%, 10 µM MG-132 = 100% | Potency, µM (highest dose often 45.9 µM), for the others: top-dose activation (GFP accumulation), most hits filed as activators | 67,000 tested, under 10 active | AID 526; active = well fitted activation curve with a large enough effect, not every such curve was filed as active; inconclusive = small, poorly fitted or top-dose-only effect, or another doubt; inactive = no such curve, though single readings can be large or run the other way; also: potency is read from the fitted curve at half-maximal effect
#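 Proteasome blockade was scored as a rise in GFP-expressing U2OS cells carrying a ubiquitin(G76V)-GFP construct, imaged after 4 hr compound treatment at 37 °C across a 46 uM–2.9 nM series.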
# BRCT PPI red: inhibitors of human BRCA1 BRCT-phosphoprotein interaction (red fluorophore); P38398; Potency, µM (series often up to 76.9 µM), for inactives: at the highest dose activity change, negative = inhibition, actives largely listed as inhibitors; BRCT-phosphopeptide binding, red fluorescence polarization; actives 0.03% (n = 75,000); also: % is scaled to controls: 0 for no effect and ±100 for the full control effect
#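 Rhodamine-labelled pBACH1 10-mer (100 nM) bound to BRCT domain (100 nM) at pH 7.3; compounds incubated 12 min room temperature, polarization read. Free peptide defines full inhibition; unlabelled decapeptide titrated as control.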
# Active calls of the source: *; ? = inconclusive; . = no result given; [ ] = another dose, or the depositor's remark. Unless noted, calls follow the shape of the dose curve; as a rule, active = well fitted curve in the direction sought with a large enough effect; inconclusive = small, poorly fitted or top-dose-only effect, or another doubt; inactive = no such curve, though single readings can be large; an effect the other way counts as inactive or inconclusive.
1) CC[N+](C)(C)Cc1ccccc1Br
2) COc1ccc(C(=O)N2CCC3(CC2)CN(c2cccc(-c4ccccc4)c2)C3)cc1
3) CC(=O)N1CCN(c2ccc(NC(=O)c3ccc(C(C)(C)C)cc3)cc2)CC1
4) O=C(Nc1cccc(Br)c1)c1cc2ccccc2o1
5) O=C(O)CCc1ccc(-c2cccs2)n1CC1CCCO1 (configuration not stated)
6) O=C(NC1CCCC1)c1ccc(S(=O)(=O)N2CCCC2)cc1
7) CCOC(=O)N1CCN(S(=O)(=O)c2ccc3c(c2)CCN3C(=O)CC)CC1
8) COc1ccccc1-c1cncnc1N(C)Cc1ccco1
Compound,1,2,3,4,5,6,7,8
USP2a inhib,-3.9%,40.4%[activator],39.1%[activator],2.7%,4.9%,4.8%,7.2%,12.0%
HADH2 inh,-4.7%,-10.8%,36.2%[activator],-1.4%,-21.7%,20.5%,4.9%,?
GFP derepression,3.8%[20.6 µM],-0.2%[9.22 µM],-3.8%,-1.8%,6.5%,2.8%,-1.1%,2.9%[9.22 µM]
Pol III holo inh,2.0%[25.6 µM],-5.9%,-7.0%,-5.8%,-1.9%,3.7%,0.2%,-3.6%
Hsp90 Hop PPI,3.3%[26 µM],?,?,28.4%,-3.2%,?,2.6%,2.5%
15-hLO inh,5.0%,-8.4%,-14.5%,-21.5%,-23.4%,-23.7%,7.2%,?
HBB splice mod,-0.8%[20.6 µM],2.1%,2.7%,-0.2%,1.3%,-0.2%[57.5 µM],0.0%,0.1%
CRE Fsk mod,0.2%[17.1 µM],-11.0%,?,-6.4%,0.6%,-7.2%,-0.5%,-5.1%
BRCT inh green,-1.1%,1.2%,-0.8%,1.1%,0.6%,0.8%,-1.0%,-0.3%
Ub-GFP proteasome,-7.0%[20.5 µM],1.3%,-2.9%,18.8%,-4.0%,1.1%,2.6%,-3.1%
BRCT PPI red,-1.4%,-2.5%,1.1%,1.2%,-0.9%,0.7%,-1.0%,-2.0%

9) Cn1cnc2c1c(=O)[nH]c(=O)n2C
10) O=C(NCCSCc1ccco1)Nc1cccc(Cl)c1
11) CCc1nc(NC(C)C)c2oc3ccccc3c2n1
12) CN(C)S(=O)(=O)c1nc(Cl)c2[nH]cnc2n1
13) COC(=O)c1ccccc1NC(=O)CSc1nc2c(c(=O)n(C)c(=O)n2C)n1C
14) COc1ccc(C(=O)NC2CCCCC2)cc1S(=O)(=O)N1CCCC1
15) CCOC(=O)c1cnc(SCc2nc(N)nc(Nc3ccccc3)n2)nc1N
16) COC(=O)C1=C(N)Oc2cc(C)n(Cc3ccco3)c(=O)c2C1c1cccc(Cl)c1 (configuration not stated)
Compound,9,10,11,12,13,14,15,16
USP2a inhib,-1.6%,3.1%,-2.5%,.,-1.8%,7.8%,21.5%,41.0%[activator]
HADH2 inh,11.1%,-15.2%,8.8%,9.0%[11.4 µM],-6.4%,0.3%,15.7%,0.9%
GFP derepression,-1.6%[20.6 µM],2.3%,-2.6%,6.9%[9.22 µM],-2.2%,1.2%,-1.8%,-2.1%
Pol III holo inh,-3.9%[25.6 µM],2.2%,-11.2%,-8.5%[11.4 µM],-1.5%,-9.2%,3.5%,-2.5%
Hsp90 Hop PPI,?,-2.5%,?,-2.3%[11 µM],-4.6%,-4.2%,-3.4%,-3.2%
15-hLO inh,14.8%,-10.7%,?,-1.9%[11.4 µM],3.1%,0.1%,-1.5%,-6.5%
HBB splice mod,-1.3%[20.6 µM],6.8%,4.8%,0.8%[9.22 µM],-0.2%[9.22 µM],0.9%,-2.9%,0.2%[0.369 µM]
CRE Fsk mod,-4.1%[17.1 µM],-10.4%,1.58µM*,6.4%[7.6 µM],2.7%,-15.0%,?,-0.1%
BRCT inh green,2.5%[3.08 µM],1.1%,10.4%,-0.2%[15.4 µM],-6.6%,-1.4%,-2.7%,0.2%
Ub-GFP proteasome,0.0%[20.5 µM],3.8%,-3.3%,0.9%[9.17 µM],-4.2%,1.7%,-0.9%,.
BRCT PPI red,2.8%,-1.5%,-3.2%,1.7%[15.4 µM],-1.8%,-1.6%,0.5%,-0.1%

17) Cc1ccc(-c2cc(C(F)F)n3ncc(C(=O)N4CCN(c5ccccn5)CC4)c3n2)cc1
18) CCOc1cccc(C(=O)Nc2cccnc2)c1
19) O=C(CC1(O)C(=O)Nc2ccc(Br)cc21)c1ccc2c(c1)OCO2 (configuration not stated)
20) CC(=O)Nc1ccc(N(C(=O)c2cnccn2)C(C(=O)NC2CCCCC2)c2ccc(O)cc2)cc1 (configuration not stated)
21) CCNc1ncc2nc(-c3cn(C)c4ccccc34)c(=O)n(-c3ccccc3)c2n1
Compound,17,18,19,20,21
USP2a inhib,.,3.2%,39.6%[activator],2.1%,161.2%[activator]
HADH2 inh,-19.0%,-5.0%,-4.5%,-11.3%,-2.8%
GFP derepression,-2.3%,0.2%,1.9%,0.0%,?
Pol III holo inh,-3.9%,-1.5%,-4.5%,3.5%,-8.0%
Hsp90 Hop PPI,-3.8%,-3.1%,-2.9%,-2.5%,4.4%
15-hLO inh,-24.4%,8.1%,-6.7%,10.7%,-4.9%
HBB splice mod,-0.7%,0.1%,.,-0.4%[57.5 µM],10.1%
CRE Fsk mod,10.4%,-0.2%,-8.0%,-7.7%,?
BRCT inh green,-2.1%,0.0%,-2.0%,-0.3%,-2.6%
Ub-GFP proteasome,4.6%,?,-0.6%,3.3%,6.9%
BRCT PPI red,1.4%,0.6%,0.4%,-1.0%,0.8%

# 3 entries out of the list, ordered by count of non-hydrogen atoms, low to high.
18) CCOc1cccc(C(=O)Nc2cccnc2)c1
21) CCNc1ncc2nc(-c3cn(C)c4ccccc34)c(=O)n(-c3ccccc3)c2n1
17) Cc1ccc(-c2cc(C(F)F)n3ncc(C(=O)N4CCN(c5ccccn5)CC4)c3n2)cc1
Compound,18,21,17
USP2a inhib,3.2%,161.2%[activator],.
HADH2 inh,-5.0%,-2.8%,-19.0%
GFP derepression,0.2%,?,-2.3%
Pol III holo inh,-1.5%,-8.0%,-3.9%
Hsp90 Hop PPI,-3.1%,4.4%,-3.8%
15-hLO inh,8.1%,-4.9%,-24.4%
HBB splice mod,0.1%,10.1%,-0.7%
CRE Fsk mod,-0.2%,?,10.4%
BRCT inh green,0.0%,-2.6%,-2.1%
Ub-GFP proteasome,?,6.9%,4.6%
BRCT PPI red,0.6%,0.8%,1.4%

# A different layout for part of the listing above:
# Each structure is followed by: USP2a inhib, HADH2 inh, GFP derepression, Pol III holo inh, Hsp90 Hop PPI, 15-hLO inh, HBB splice mod, CRE Fsk mod, BRCT inh green, Ub-GFP proteasome, BRCT PPI red
20: CC(=O)Nc1ccc(N(C(=O)c2cnccn2)C(C(=O)NC2CCCCC2)c2ccc(O)cc2)cc1 (configuration not stated)
  2.1%, -11.3%, 0.0%, 3.5%, -2.5%, 10.7%, -0.4%[57.5 µM], -7.7%, -0.3%, 3.3%, -1.0%
17: Cc1ccc(-c2cc(C(F)F)n3ncc(C(=O)N4CCN(c5ccccn5)CC4)c3n2)cc1
  ., -19.0%, -2.3%, -3.9%, -3.8%, -24.4%, -0.7%, 10.4%, -2.1%, 4.6%, 1.4%
18: CCOc1cccc(C(=O)Nc2cccnc2)c1
  3.2%, -5.0%, 0.2%, -1.5%, -3.1%, 8.1%, 0.1%, -0.2%, 0.0%, ?, 0.6%
21: CCNc1ncc2nc(-c3cn(C)c4ccccc34)c(=O)n(-c3ccccc3)c2n1
  161.2%[activator], -2.8%, ?, -8.0%, 4.4%, -4.9%, 10.1%, ?, -2.6%, 6.9%, 0.8%
19: O=C(CC1(O)C(=O)Nc2ccc(Br)cc21)c1ccc2c(c1)OCO2 (configuration not stated)
  39.6%[activator], -4.5%, 1.9%, -4.5%, -2.9%, -6.7%, ., -8.0%, -2.0%, -0.6%, 0.4%

# Some of the compounds tested, so the mix of outcomes need not match the whole.
